All columns: NCI-60 one-dose screen, growth in % after 48 h at 10 µM unless noted; 100 = growth as untreated, 0 = no growth, -100 = all killed.
MALME-3M – MALME-3M melanoma; actives 5.8% (n = 78,000)
UACC-257 – UACC-257 melanoma. actives 4.4% (n = 78,000)
LOX IMVI – LOX IMVI melanoma. actives 7.4% (n = 79,000)
BT-549 – BT-549 breast cancer. actives 4.4% (n = 78,000)
MCF7 – MCF7 breast cancer; actives 6.3% (n = 82,000); AID 1794796
UACC-62 – UACC-62 melanoma. actives 5.4% (n = 81,000). AID 1794756
HS 578T – HS 578T breast cancer. actives 4.1% (n = 78,000)
T-47D – T-47D breast cancer; actives 5% (n = 79,000)
The depositor's hits bear a star; nt = not tested or not shown; [ ] = remark or other dose. Rule for the calls: active = growth percent below 10; inactive = the rest. The order is random; 11% or so of the library scored in one or more.

SMILES | MALME-3M | UACC-257 | LOX IMVI | BT-549 | MCF7 | UACC-62 | HS 578T | T-47D
C=CCn1c(C)nc2cc(Nc3nc(N4CCOCC4)nc4nc[nH]c34)ccc21 | 98 | 94 | 95 | 90 | 86 | 89 | 57 | 75
COc1ccc(-c2nc(-c3nc4ccc(OC)cc4[nH]3)c3ccccn23)cc1 | 104 | 93 | 71 | 78 | 69 | 79 | 80 | 37
CC(=O)NC(C)(C)C(=O)N1CCC[C@H]1C(=O)NC(C)(C)C(=O)N[C@@H](C)C(=O)NC(C)(C)C(=O)N[C@@H](C)C(=O)N[C@@H](CCC(N)=O)C(=O)NC(C)(C)C(=O)N[C@H](C(=O)NC(C)(C)C(=O)NCC(=O)N[C@@H](CC(C)C)C(=O)NC(C)(C)C(=O)N1CCC[C@H]1C(=O)N[C@H](C(=O)NC(C)(C)C(=O)NC(C)(C)C(=O)N[C@@H](CCC(N)=O)C(=O)N[C@@H](CCC(N)=O)C(=O)N[C@H](CO)Cc1ccccc1)C(C)C)C(C)C | 57[4.25 µM] | nt | 84[4.25 µM] | 24[4.25 µM] | 17[4.25 µM] | 96[4.25 µM] | 83[4.25 µM] | 56[4.25 µM]
COc1ccc(CNC(=O)COc2ccc(/C=N/Nc3nc4ccccc4s3)cc2)cc1 | 24 | 54 | 47 | 13 | 42 | 34 | 13 | 15
C/C(=C(/c1ccccc1)c1ccc(N2C(=O)c3cccc4c(NCc5ccccc5)ccc(c34)C2=O)cc1)c1ccccc1 | 96 | 106 | nt | 100 | 90 | 80 | 96 | 76
COc1cc(C(=O)O)nc(N)n1 | 108 | 100 | 97 | 99 | 100 | 93 | 103 | 89
Nc1ccc(I)cc1C(=O)O | nt | 94 | 102 | 111 | 94 | nt | 110 | 114
Cc1nc(-c2ccccc2)ccc1-c1nnc(SCC(C)C)o1 | 103 | 110 | 105 | 108 | 100 | 85 | 103 | 82
Nc1nc(N)nc(-c2ccc([N+](=O)[O-])o2)n1 | 144 | 82 | 92 | 104 | 96 | 87 | 101 | 92
N#CC(c1ccc(Cl)cc1)c1c(Cl)cc(-n2ncc(=O)[nH]c2=O)cc1Cl (stereo unspecified) | 109 | 99 | 83 | 73 | 71 | 57 | 104 | 65

Reprinted at random: two records from the list.
SMILES | MALME-3M | UACC-257 | LOX IMVI | BT-549 | MCF7 | UACC-62 | HS 578T | T-47D
CC(=O)NC(C)(C)C(=O)N1CCC[C@H]1C(=O)NC(C)(C)C(=O)N[C@@H](C)C(=O)NC(C)(C)C(=O)N[C@@H](C)C(=O)N[C@@H](CCC(N)=O)C(=O)NC(C)(C)C(=O)N[C@H](C(=O)NC(C)(C)C(=O)NCC(=O)N[C@@H](CC(C)C)C(=O)NC(C)(C)C(=O)N1CCC[C@H]1C(=O)N[C@H](C(=O)NC(C)(C)C(=O)NC(C)(C)C(=O)N[C@@H](CCC(N)=O)C(=O)N[C@@H](CCC(N)=O)C(=O)N[C@H](CO)Cc1ccccc1)C(C)C)C(C)C | 57[4.25 µM] | nt | 84[4.25 µM] | 24[4.25 µM] | 17[4.25 µM] | 96[4.25 µM] | 83[4.25 µM] | 56[4.25 µM]
Cc1nc(-c2ccccc2)ccc1-c1nnc(SCC(C)C)o1 | 103 | 110 | 105 | 108 | 100 | 85 | 103 | 82

Next part:
SMILES | MALME-3M | UACC-257 | LOX IMVI | BT-549 | MCF7 | UACC-62 | HS 578T | T-47D
COc1ccc(N2C(=O)N(c3ccc(SC)cc3)C(=N)C2=S)cc1 | 97 | 84 | 86 | 68 | 97 | 87 | 98 | 70
COc1ccc(C2c3sc4c(F)cccc4c3Oc3nc[nH]c(=O)c32)cc1 (stereo unspecified) | 94 | 105 | 83 | 85 | 46 | 60 | 83 | 71
CCCCNC(=O)NC(=O)CS(=O)(=O)c1ccc(C)cc1 | 126 | 101 | 103 | nt | 108 | 102 | 104 | 111
O=C(c1ccccc1)c1ccc(-c2ccccc2)cc1 | 118 | 97 | 111 | 94 | 53 | 87 | 110 | 93
C=C(C)[C@@H]1CCC[C@]2(C(=O)O)CC[C@]3(C)[C@@H](CC[C@@H]4[C@@]5(C)C/C(=C/c6ccncc6)C(=O)C(C)(C)[C@@H]5CC[C@]43C)[C@@H]12 | 72 | 58 | -9.5* | 47 | 19 | 27 | 53 | 48
OC(c1ccccc1)C(O)C(c1ccccc1)N1CCCCC1 (stereo unspecified) | 106 | 107 | 106 | 88 | 97 | 97 | 110 | 102
CC(=O)NS(=O)(=O)NC(C)=O | 109 | 97 | 104 | 91 | 100 | 110 | nt | 100
COc1ccc(/C=C/C(=O)c2c(OC)cc(OC)c(OC)c2O)cc1 | 89 | 84 | 48 | 73 | 45 | 69 | 65 | 67
O=[N+]([O-])c1ccc(OCCBr)cc1 | 106 | 106 | nt | 95 | 104 | 107 | 109 | 87
N#Cc1ccc2nc[nH]c2c1 | 102 | 98 | 101 | nt | 97 | 105 | 100 | 107
CCC(C)C(=O)O[C@H]1C[C@H](O)C=C2C=C[C@H](C)[C@H](CC[C@@H](O)C[C@@H](O)CC(=O)O)C21 (stereo partly specified) | 103 | 109 | 99 | 85 | 99 | 104 | nt | 105
O=c1cc(Cl)c(Cl)nn1-c1ccccc1 | 100 | 55 | 96 | 73 | 91 | 93 | 94 | 97
O=C(N/N=C/c1ccc(Cl)cc1)c1ccc(Cc2n[nH]c(=O)c3cccnc23)cc1 | 93 | 97 | 100 | 100 | 96 | 94 | 108 | 99
COc1ccc(OC)c(NC2=C(Cl)C(=O)C(C)=C(C)C2=O)c1 | 99 | 87 | 89 | 102 | 81 | 94 | 93 | -5.1*
Cc1ccc(OCC(=O)O)cc1 | 94 | 90 | 103 | 92 | 106 | 99 | 129 | 105
O=C(c1ccccc1)N(C(=O)c1ccccc1)N1CCCC1 | nt | nt | 91 | 105 | 105 | 86 | 105 | 100
OCCCC1CCCCC1 | 98 | 107 | 95 | 103 | 96 | 98 | 98 | 102
O=C(Nc1cnc(Cl)nc1Nc1ccc2c(ccn2Cc2cccc(F)c2)c1)c1ccccn1 | 97 | nt | 68 | 78 | 84 | 61 | 81 | nt
Cc1ccc(S(=O)(=O)N/N=C/C=N/NS(=O)(=O)c2ccc(C)cc2)cc1 | 113 | 101 | 100 | 106 | 103 | 101 | 98 | 99
Cc1csc(=N)n1/N=C/c1cccnc1 | 102 | 98 | 95 | 102 | 95 | 107 | 94 | 80
O=C1[C@@H]2Cc3c([nH]c4ccccc34)[C@@H](c3ccc(Br)cc3)N2C(=O)CN1C1CCN(Cc2c(Cl)cccc2Cl)CC1 | 105 | 83 | 81 | 91 | 55 | 61 | 85 | 79
O=C(NC(Cc1ccc(O)cc1)C(=O)N=Nc1c(O)[nH]c2ccccc12)c1ccccc1 (stereo unspecified) | nt | 98 | 89 | 102 | 103 | 88 | 101 | 107
O=C(NC(=S)Nc1ccc(-c2nc3ccccc3[nH]2)cc1)c1ccc2ccccc2c1 | -12* | 49 | -46* | 4.8* | 36 | 34 | 11 | 18
Fc1ccc(CNc2cccc3[nH]c(C(F)(F)F)nc23)cc1 | 103 | 101 | 99 | 99 | 92 | 80 | 82 | nt
CCOC(=O)C1=C(C)NC(=O)NC1c1ccc(OCc2cn(-c3ccc(C(=O)O)cc3)nn2)cc1 (stereo unspecified) | 110 | 94 | 97 | 115 | 96 | 89 | 100 | 91
COC(OC)c1cccc([N+](=O)[O-])c1 | 93 | 99 | 100 | 101 | 99 | 99 | 104 | 103
C=CC(C)(C)[C@@]12Nc3c(ccc4c3C=CC(C)(C)O4)[C@]1(O)C[C@H]1C(=O)N3CCC[C@H]3C(=O)N12 | 94 | 101 | 84 | 101 | 94 | 97 | 106 | 95
Cc1nc2c(c3nnc(-c4ccccc4)n13)CC(C)c1ccccc1N2C (stereo unspecified) | 108 | 106 | 94 | 102 | 86 | 100 | 91 | 71
Cc1ccc(-c2cc(-c3ccccc3C)[nH]c(=O)c2C#N)s1 | 111 | 107 | 83 | 79 | 89 | 76 | 83 | 86
NNC(=O)[C@H]1O[C@@H](n2cnc3c(=O)[nH]cnc32)[C@H](O)[C@@H]1O | 114 | 112 | 103 | 117 | 100 | 103 | 105 | 111
COc1ccc(C(=O)/C=C/c2ccc(Cl)c(C(F)(F)F)c2)cc1S(N)(=O)=O | -98* | -78* | -91* | -82* | -94* | -99* | -41* | -83*
COc1ccc(/C=C2\Oc3cc(OCCN4CCC(Cc5ccccc5)CC4)ccc3C2=O)c(OC)c1 | 105 | 101 | 90 | 91 | 91 | 96 | 88 | 92
Nc1cccc(-c2ccc(C(=O)Nc3cccc(C(=O)O)c3)o2)c1 | 90 | 102 | 97 | 107 | 81 | 94 | 92 | 109
COc1ccc2c(c1)/C(=C/c1sc(=S)n(Cc3ccco3)c1O)C=N2 | 49 | 61 | 36 | 7.2* | 22 | 39 | 20 | 45
CCCCCCCOc1ccc(S(=O)(=O)Nc2ccccc2N)cc1 | 105 | 89 | 94 | 103 | 87 | 74 | 103 | 79
CN1c2ccccc2Sc2cc(/C=N/Nc3cccc(Br)c3)ccc21 | 98 | 101 | 49 | 104 | 71 | 80 | 103 | 56
O=Nc1c(O)[nH]c2ccccc12 | 89 | 104 | 94 | 108 | 99 | 105 | 109 | 103
CCCCCCCN(CCCCCCC)C(=N)c1ccnc2ccccc12 | -76* | -69* | -94* | 56 | -62* | nt | -44* | -40*
COc1cc2nc(-c3cccc4cccnc34)nc(NC3CCN(Cc4ccccc4)CC3)c2cc1OC | -77* | -62* | -82* | -65* | -77* | -82* | -42* | -64*
C=CCOCCN(C)C | 98 | 97 | 101 | 98 | 88 | 91 | 108 | 107
COc1ccc(C2CC(c3ccc4c(c3)OCO4)=Nc3c(N)nc(SC)nc3N2)cc1 (stereo unspecified) | 80 | 104 | 84 | 90 | 59 | 75 | 98 | 49
CNC(=O)c1ccc(S(=O)(=O)Nc2ccc(NC(=O)CCCC(=O)NOCc3ccccc3)cc2)cc1 | 103 | 97 | 105 | 94 | 98 | 88 | 94 | 95
COc1ccc(-n2nc(C)c(N=Nc3ccccc3)c2C)cc1 | 38 | 99 | 93 | 86 | 89 | 90 | 90 | 87
CC(=O)c1cc2ccccc2o1 | 107 | 114 | 95 | 97 | 96 | 102 | 108 | 100
COc1ccc(Nc2ncnc3c2ncn3Cc2nnc3c4ccccc4c(Cl)nn23)cc1 | 86 | 90 | 77 | 86 | 72 | 66 | 90 | 78
O=C(O)C(=Cc1ccc(-c2ccccc2)cc1)C(=O)O | 106 | 104 | 102 | nt | 89 | 106 | 91 | 94
CSc1nnc(-c2cnn3c2NC(c2ccccc2)C3)n1-c1ccc(Cl)cc1 (stereo unspecified) | 104 | 97 | 96 | 106 | 84 | 63 | 87 | 90
O=c1c2cc(F)ccc2sc2c(N3CCNCC3)nc3ccc(F)cc3c12 | 83 | 96 | -99* | 80 | -63* | 1.0* | 47 | 22
CC1(C)CC(=O)C2=C(C1)N(c1sc3c(c1C#N)CCCC3)c1nc(N)c(C#N)c(N)c1C2c1cccc(Br)c1 (stereo unspecified) | 117 | 84 | 96 | 96 | 84 | 78 | 102 | 88
CC(C)[C@@H]1NC(=O)Nc2nc3ccccn3c2C1=O | 95 | 97 | 101 | 92 | 77 | 97 | 95 | 85
CC(=O)NC(C(C)=O)C(C)=O | 122 | 110 | 110 | 103 | 104 | 97 | 99 | 112

Another view of part of the listing above.
| SMILES | MALME-3M | UACC-257 | LOX IMVI | BT-549 | MCF7 | UACC-62 | HS 578T | T-47D |
| --- | --- | --- | --- | --- | --- | --- | --- | --- |
| COc1cc2nc(-c3cccc4cccnc34)nc(NC3CCN(Cc4ccccc4)CC3)c2cc1OC | -77* | -62* | -82* | -65* | -77* | -82* | -42* | -64* |
| C=CCOCCN(C)C | 98 | 97 | 101 | 98 | 88 | 91 | 108 | 107 |
| COc1ccc(C2CC(c3ccc4c(c3)OCO4)=Nc3c(N)nc(SC)nc3N2)cc1 (stereo unspecified) | 80 | 104 | 84 | 90 | 59 | 75 | 98 | 49 |
| CNC(=O)c1ccc(S(=O)(=O)Nc2ccc(NC(=O)CCCC(=O)NOCc3ccccc3)cc2)cc1 | 103 | 97 | 105 | 94 | 98 | 88 | 94 | 95 |
| COc1ccc(-n2nc(C)c(N=Nc3ccccc3)c2C)cc1 | 38 | 99 | 93 | 86 | 89 | 90 | 90 | 87 |
| CC(=O)c1cc2ccccc2o1 | 107 | 114 | 95 | 97 | 96 | 102 | 108 | 100 |
| COc1ccc(Nc2ncnc3c2ncn3Cc2nnc3c4ccccc4c(Cl)nn23)cc1 | 86 | 90 | 77 | 86 | 72 | 66 | 90 | 78 |
| O=C(O)C(=Cc1ccc(-c2ccccc2)cc1)C(=O)O | 106 | 104 | 102 | nt | 89 | 106 | 91 | 94 |
| CSc1nnc(-c2cnn3c2NC(c2ccccc2)C3)n1-c1ccc(Cl)cc1 (stereo unspecified) | 104 | 97 | 96 | 106 | 84 | 63 | 87 | 90 |
| O=c1c2cc(F)ccc2sc2c(N3CCNCC3)nc3ccc(F)cc3c12 | 83 | 96 | -99* | 80 | -63* | 1.0* | 47 | 22 |
| CC1(C)CC(=O)C2=C(C1)N(c1sc3c(c1C#N)CCCC3)c1nc(N)c(C#N)c(N)c1C2c1cccc(Br)c1 (stereo unspecified) | 117 | 84 | 96 | 96 | 84 | 78 | 102 | 88 |
| CC(C)[C@@H]1NC(=O)Nc2nc3ccccn3c2C1=O | 95 | 97 | 101 | 92 | 77 | 97 | 95 | 85 |
| CC(=O)NC(C(C)=O)C(C)=O | 122 | 110 | 110 | 103 | 104 | 97 | 99 | 112 |
